TDP2 inh: TDP2 (human) inhibition, absorbance primary screen; recombinant TDP2, T5PNP hydrolysis, p-nitrophenol absorbance 415 nm; inhibition, % at 12.8 µM; 370,000 tested, 0.34% active; AID 720702;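 active = inhibition above the mean of all tested compounds plus 3 SD, set per campaign, cut at about 25% in these data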;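 also: 0% = DMSO with enzyme and 100% = buffer with substrate but no TDP2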
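System: recombinant human TDP2 / Amount: 120 nM TDP2 per well / Also added: 5 mM T5PNP chromogenic substrate / Doses: 12.8 µM single point, 1% DMSO / Incubation: 2 h at 37 °C / Detection: p-Nitrophenol epi absorbance / Evaluation: % inhibition relative to enzyme-containing and enzyme-free wells / Repeats: singlicate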
ADAM10 inh: ADAM10 inhibition, QFRET primary screen; O14672; recombinant ADAM10, EDANS/DABCYL FRET peptide cleavage, 3 h; inhibition, % at 7 µM; 370,000 tested, 0.62% active;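 active = inhibition above a per-campaign cutoff equal to the mean of compounds falling between control-based bounds plus 3 SD, cut at about 20% in these data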;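 also: 0% = DMSO wells while the 100% control is not disclosed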
ARFGAP1 inh: rat ARFGAP1 inhibition | Q62848 | Arfgap1-stimulated ARF1 GTP hydrolysis, GDP FP detection | inhibition, % at 16.5 µM | 360,000 tested, 0.26% active;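 active = inhibition above a per-plate limit, mean inhibition of low control wells plus 3 SD, cut at about 25% in these data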;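 also: 0% = DMSO wells with enzyme and 100% = wells lacking Arfgap1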
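material = rat Arfgap1 catalytic domain, aa 1-136 | also added = human ARF1(Δ1-17)-GTP substrate | compound dosing = one concentration, 16.5 µM, DMSO 1.26% | times = GTP hydrolysis reaction 2 h at 25 °C | measured by = FP, GDP Alexa 633 tracer displaced from anti-GDP antibody, 620/688 nm | evaluation = percent inhibition of Arfgap1-stimulated GTP hydrolysis | replication = single well per compound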
ASAP1 inh: ASAP1 ArfGAP inhibition. Q9ULH1. ASAP1-stimulated ARF1 GTP hydrolysis, GDP FP detection. inhibition, % at 16.5 µM. 360,000 tested, 0.19% active; in the data active = inhibition above about 25%;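 also: 0% = vehicle with enzyme and substrate and 100% = no enzyme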
Target sequence (Q9ULH1 325-724 limits assumed): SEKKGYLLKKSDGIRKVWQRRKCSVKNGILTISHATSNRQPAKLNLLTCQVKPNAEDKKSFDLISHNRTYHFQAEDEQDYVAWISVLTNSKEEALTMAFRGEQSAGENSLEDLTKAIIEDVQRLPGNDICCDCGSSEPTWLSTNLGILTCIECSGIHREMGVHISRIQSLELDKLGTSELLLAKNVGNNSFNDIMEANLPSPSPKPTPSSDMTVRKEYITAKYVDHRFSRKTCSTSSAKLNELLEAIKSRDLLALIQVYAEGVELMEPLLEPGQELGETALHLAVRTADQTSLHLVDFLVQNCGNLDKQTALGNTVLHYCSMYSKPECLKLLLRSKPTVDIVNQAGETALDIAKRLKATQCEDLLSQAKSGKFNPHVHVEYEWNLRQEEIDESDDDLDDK
PLC-beta3 inh: blocks human PLC-beta3 enzyme activity | inhibition, % at 12.2 µM | Purified PLC-beta3, fluorogenic substrate, fluorescence | Q01970 | 370,000 tested, 0.18% active | AID 720704; in the data active = inhibition above about 11%;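 also: 0% = median of compound wells on plate and 100% = full blocker control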
PLC-gamma1 inh: PLC-gamma1 (human) inhibition, primary screen | 370,000 tested, 0.84% active | P19174 | purified PLC-gamma1, fluorogenic substrate, fluorescence | inhibition, % at 12.2 µM; in the data active = inhibition above about 9.5%
Tn7 DDE FP: inhibitors of Tn7 peptide binding to human fibrin DD(E); P02675; FP displacement of FITC-Tn7 peptide from fibrin DD(E); 0% = median of compound wells per plate; inhibition, % at 8.3 µM; 370,000 tested, 0.13% active;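 active = inhibition above the mean of compounds falling within the control limits plus 3 SD of them, cut at about 14% in these data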;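 also: 0% = plate median of compound wells and 100% = 10 µM Aha-Tn7 peptide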
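Test system: human clot-derived fibrin DD(E) complex / Quantity: 2 µM final DD(E) protein / Incubation: 10 min plus 3 h, room temperature / Measured by: fluorescence polarization / Benchmarks: high control of 10 µM Aha-Tn7 peptide / Replicates: singlicate testing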
DDE Tn6 FP inh: disrupts Tn6 cyclic peptide binding to fibrin D-Dimer-E complex; 370,000 tested, 0.21% active; inhibition, % at 8.3 µM; P02675; Fibrin DD(E) TRITC-Tn6 fluorescence polarization displacement; AID 720509;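 active = inhibition above a per-campaign cutoff: mean of compounds within control limits plus 3 SD, cut at about 15% in these data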;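 also: 0% = median of all compound wells on the plate and 100% = blocking peptide control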
SIAE primary: inhibitors of human sialic acid acetylesterase SIAE. AID 1053197. 370,000 tested, 0.69% active. SIAE FP-Rh probe binding, fluorescence polarization. inhibition, % at 9.66 µM. Q9HAT2;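 active = inhibition above a cutoff: mean of compounds within the control limits plus 3 SD of those, cut at about 17% in these data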;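 also: 0% = plate median of compound wells and 100% = probe without SIAE protein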
ADAM17 inh: inhibits human ADAM17; P78536; recombinant ADAM17, EDANS/DABCYL FRET peptide cleavage; inhibition, % at 6.95 µM; 370,000 tested, 0.83% active;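 active = inhibition above the mean of compounds lying between control limits plus 3 SD, set per campaign, cut at about 8.5% in these data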;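 also: 0% = DMSO-only wells as the low control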
Target sequence (P78536 215-824 limits assumed): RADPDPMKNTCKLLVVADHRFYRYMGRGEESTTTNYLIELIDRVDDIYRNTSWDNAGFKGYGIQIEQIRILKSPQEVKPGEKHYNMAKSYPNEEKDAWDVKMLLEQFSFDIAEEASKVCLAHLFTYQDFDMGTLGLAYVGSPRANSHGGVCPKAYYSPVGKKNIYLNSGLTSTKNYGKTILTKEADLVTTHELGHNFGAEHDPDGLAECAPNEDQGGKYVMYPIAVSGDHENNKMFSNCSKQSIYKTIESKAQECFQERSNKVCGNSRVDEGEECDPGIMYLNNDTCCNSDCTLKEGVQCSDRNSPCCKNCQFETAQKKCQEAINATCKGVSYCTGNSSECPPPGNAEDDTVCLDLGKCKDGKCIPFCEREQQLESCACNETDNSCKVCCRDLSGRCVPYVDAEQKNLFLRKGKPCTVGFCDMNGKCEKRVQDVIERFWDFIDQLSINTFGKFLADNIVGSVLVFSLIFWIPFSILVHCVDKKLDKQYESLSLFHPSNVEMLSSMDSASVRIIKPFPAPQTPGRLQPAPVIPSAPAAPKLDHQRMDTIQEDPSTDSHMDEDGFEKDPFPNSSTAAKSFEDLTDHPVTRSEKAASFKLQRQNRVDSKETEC
* marks the source's active call; other numbers are inactive results; i = inactive. Rows are unselected; 3.6% or so of the library scored in one or more.

TDP2 inh,ADAM10 inh,ARFGAP1 inh,ASAP1 inh,PLC-beta3 inh,PLC-gamma1 inh,Tn7 DDE FP,DDE Tn6 FP inh,SIAE primary,structure,ADAM17 inh
-6.7,4.5,0.6,11.9,1.8,0.6,2.6,-3.9,6.5,CCCC(=O)N1CCC1(C)C(=O)NS(=O)(=O)c1ccc(C(C)(C)C)cc1 (stereo not drawn),2.0
-0.9,6.2,17.2,3.9,-0.2,5.6,-1.2,1.1,1.1,CCC(NS(=O)(=O)c1ccc(OC)cc1)C(=O)NCCc1ccccc1 (stereo not drawn),-0.2
8.2,0.0,-8.0,1.8,-0.1,1.3,3.2,4.8,-0.3,Cc1ccc(N(CC(=O)NC2CCCCC2C)S(=O)(=O)c2c(C)noc2C)cc1 (stereo not drawn),-0.7
-7.1,6.0,-1.3,5.5,-1.6,2.2,-8.4,4.4,5.7,CSc1cccc(N2CC(C(=O)Nc3ccccc3N3CCCC3)CC2=O)c1 (stereo not drawn),-0.8
-4.2,-14.8,6.8,-11.9,-2.3,4.3,-5.5,-1.7,1.1,CCN1CCN(c2ccc(S(=O)(=O)N3CCOCC3)cc2NC(=O)CC(C)C)CC1,4.4
-14.8,-1.2,16.2,-5.5,-3.6,4.1,-2.3,-7.4,-1.6,CC(C)(C)c1ccc(C(=O)N/C(=C\c2cccs2)C(=O)NCc2ccco2)cc1,2.8
-1.7,-3.1,16.6,3.9,-4.7,2.9,5.2,-5.6,-1.0,Cc1ccsc1C(=O)OCC(=O)N1CCc2ccccc2C1,-6.9
-10.0,8.6,10.4,14.4,0.8,5.3,-10.2,7.1,-0.2,COc1ccc(-n2c(Cc3cccs3)nnc2SCC(=O)Nc2ccc3c(c2)OCCO3)cc1,1.1
14.5,-1.0,3.5,14.8,-1.1,2.5,-0.2,4.9,-5.4,Cc1ccc(S(=O)(=O)NC(C)c2ccccc2)cc1[N+](=O)[O-] (stereo not drawn),-0.2
8.7,5.4,-8.6,-7.9,-0.2,-0.1,7.8,-2.8,3.3,OCCCNC(c1ccccc1)c1ccc(O)cc1 (stereo not drawn),-5.4
4.1,-263.8,6.0,8.9,-228.9,-217.6,3.2,0.2,4.1,Cc1cccc(-n2c(O)c(C=Nc3ccccc3)c3ccccc3c2=O)n1,-96.0
-5.7,11.2,5.2,-5.6,1.5,3.5,-2.9,2.2,-9.8,Cc1ccc(C(=O)N2CCN3C(=O)c4ccccc4C23c2ccc(Cl)cc2)cc1 (stereo not drawn),3.7
0.5,-5.6,9.0,-0.6,-6.0,-0.5,1.4,0.4,11.8,O=C(CN1CCN(S(=O)(=O)c2ccc(Br)cc2)CC1)N/N=C/c1ccccc1C(=O)O,-4.6
8.4,-1.5,10.8,-12.2,-0.5,1.9,5.9,5.2,2.0,CCOc1ccc(/C(O)=C2/C(=O)C(=O)N(CC3CCCO3)C2c2ccc(C)o2)cc1 (stereo not drawn),2.1
5.3,10.9,3.2,4.4,4.5,4.7,-0.7,-2.8,1.1,O=S(=O)(Nc1ccc(C(F)(F)F)cc1)c1cnc[nH]1,-1.3
-2.6,5.5,-3.6,11.9,-4.9,-2.8,3.5,-0.5,0.1,CC(=O)N1CCc2cc(S(=O)(=O)CCC(=O)NCc3ccc(Cl)cc3)ccc21,-4.7
12.8,-11.5,-8.1,-2.9,-5.7,-1.1,1.8,1.3,11.8,Cc1cc(C(=O)N2CCCC(CCC(=O)N3CCN(c4ccccn4)CC3)C2)c(C)o1 (stereo not drawn),-8.3
-16.6,-15.0,4.9,-5.1,-96.9,-92.7,-8.7,-2.9,6.8,BrC(=C\c1ccccc1)/C=N/Nc1nc2ccccc2[nH]1,0.3
2.6,-12.3,1.7,1.7,-1.4,0.6,1.9,4.7,2.5,CCC(CC)C(C(=O)NCc1ccccc1)N1CCN(CCN2CCOCC2)CC1 (stereo not drawn),2.7
-0.1,-3.5,15.0,-16.5,3.3,-1.7,7.2,0.8,-1.4,Cn1c(N2CCN(C(=O)NC34CC5CC(CC(C5)C3)C4)CC2)nc2ccccc21,-2.4
-7.1,10.1,10.7,-24.9,-8.7,-5.2,3.6,-1.3,-0.2,CCCCCOC(=O)C1=C(C)Nc2nnnn2C1c1ccccc1Cl (stereo not drawn),6.3
10.2,2.3,4.8,5.1,-4.5,3.6,-1.6,-5.2,-0.8,Cn1nc(C(=O)Nc2ccc3c(c2)OCCO3)c2ccccc2c1=O,-1.8
-8.1,-18.1,-1.6,8.1,-8.0,4.7,7.0,-2.4,2.9,O=C(CNS(=O)(=O)c1ccc2c(c1)OCCCO2)N1CCN(c2ccc(F)cc2)CC1,0.9
0.3,10.3,-10.2,-0.2,1.2,4.2,3.5,3.0,4.4,COc1ccc(S(=O)(=O)NCCc2ccccc2)cc1,2.9
22.1,-8.3,16.2,-4.9,-6.3,1.3,-1.4,-2.7,-8.1,CSc1cccc(NC(=O)c2nnn(CC(=O)Nc3cc(C)cc(C)c3)c2N)c1,2.0
12.1,5.7,-12.5,3.3,-1.1,-0.1,9.8,3.4,-6.0,O=C(CSc1nnc(-c2ccc(O)cc2)o1)Nc1ccc2c(c1)OCCO2,-4.0
6.2,18.7,-0.4,1.8,-3.2,-0.4,-4.3,-2.5,-5.2,N#Cc1nc(Cc2cccc3ccccc23)oc1NCc1ccc(F)cc1,3.5
8.5,-2.2,-3.4,8.4,-9.8,-4.5,4.5,-2.4,-2.2,O=C(Oc1cc(=O)oc2ccccc12)c1ccco1,-1.8
-10.0,5.2,-4.2,-10.9,-7.6,-1.2,1.8,1.2,1.7,CCC1CCCCN1C(=O)COc1ccc(N(C)S(=O)(=O)c2ccc(C)cc2)cc1 (stereo not drawn),0.9
-3.8,4.2,5.9,12.9,2.8,2.0,-6.5,-1.2,-2.9,CCOC(=O)[C@]12CCCC=C1N(Cc1ccc(Cl)cc1Cl)C(=O)[C@H](CC(=O)N1CCN(C(=O)C3CC3)CC1)C2,-0.2
13.1,3.6,-17.8,-19.2,6.2,5.3,5.2,0.8,1.7,O=[N+]([O-])c1cccc(/C=N/n2cnnc2)c1O,0.9
6.4,-1.6,3.7,0.3,-1.6,-2.1,2.6,1.7,-5.0,CC(=O)c1ccc(C2CC(OCCF)=CC(=O)O2)cc1 (stereo not drawn),-2.9
-11.0,-6.2,-3.7,-6.3,i,-396.5,8.2,-0.5,15.0,Nc1ccc2nc3c(=O)n(CCc4ccccc4)c(=O)[nH]c3nc2c1,-1.8
8.4,-14.5,-7.6,-0.8,-7.4,0.0,0.6,1.7,5.1,COc1cccc(OCc2cc(C(=O)N(C)Cc3nccn3C)no2)c1,-0.9
-4.6,1.9,7.2,12.6,1.4,3.6,-5.9,3.5,-2.4,CC(=O)NC1CC2CCCC(C1)N2C(=O)Nc1ccccc1 (stereo not drawn),1.8
-1.8,-0.1,1.8,25.7*,3.3,1.0,-8.4,-5.0,-0.5,O=C(NCC[C@@H]1CC[C@@H](NS(=O)(=O)Cc2ccccc2)[C@@H](CO)O1)C1CC1,-0.8
7.6,-1.6,0.5,-3.0,1.9,-1.0,-0.1,0.1,-3.3,COc1ccc(CN2CCCC(CNC(=O)c3ccc(F)cc3)C2)cc1OC (stereo not drawn),-3.8
-4.5,11.3,-3.6,-7.3,5.7,5.2,8.7,-3.9,11.5,Cc1c(NC(=O)OCCNC(=O)COc2c(Cl)cccc2Cl)sc(=S)n1C,6.8
3.5,3.1,10.0,-3.4,-5.2,-0.9,0.8,2.9,-8.6,CCN(CC)S(=O)(=O)c1ccc(NS(=O)(=O)c2ccc3oc(=O)[nH]c3c2)cc1,0.7
0.3,8.1,4.5,-0.6,0.3,-0.3,2.8,-1.0,3.7,O=C(COC(=O)c1cccc(Br)c1)NCCc1ccccc1,-0.3
6.2,-4.0,4.5,-3.5,-18.2,-15.0,-2.6,12.0,-5.5,CCOCCCn1cnc2c(c1=O)c1nc3ccccc3nc1n2-c1ccc(C)cc1,-5.4
11.6,-1.7,5.1,2.0,-2.0,2.4,0.3,1.9,13.1,Cc1[nH]c(=S)n(CC2CCCO2)c1C (stereo not drawn),-0.1
-1.5,-13.4,7.9,2.5,0.1,3.7,-4.5,1.7,-0.2,O=C(Cn1c(=O)oc2cc(S(=O)(=O)N3CCCC3)ccc21)N1CCN(c2ccccc2F)CC1,2.8
3.7,-0.2,-10.5,-13.8,0.3,-0.4,-0.3,8.3,-5.0,CCOc1ncccc1C(=O)OCC(=O)NC1CC1,0.3

Given with values under each structure: part of the list above
Second line of a record – TDP2 inh, ADAM10 inh, ARFGAP1 inh, ASAP1 inh, PLC-beta3 inh, PLC-gamma1 inh, Tn7 DDE FP, DDE Tn6 FP inh, SIAE primary, ADAM17 inh
- Nc1ccc2nc3c(=O)n(CCc4ccccc4)c(=O)[nH]c3nc2c1
 : -11.0, -6.2, -3.7, -6.3, i, -396.5, 8.2, -0.5, 15.0, -1.8
- COc1cccc(OCc2cc(C(=O)N(C)Cc3nccn3C)no2)c1
 : 8.4, -14.5, -7.6, -0.8, -7.4, 0.0, 0.6, 1.7, 5.1, -0.9
- CC(=O)NC1CC2CCCC(C1)N2C(=O)Nc1ccccc1 (stereo not drawn)
 : -4.6, 1.9, 7.2, 12.6, 1.4, 3.6, -5.9, 3.5, -2.4, 1.8

Screening results (PubChem)
